LYP phosphatase = inhibitors of LYP phosphatase, biochemical, fluorescence intensity, uHTS (AID 1779). Tyrosine-protein phosphatase non-receptor type 22 (Homo sapiens). recombinant LYP phosphatase, fluorescence intensity; higher % means a stronger effect. one-dose inhibition, % at 11.5 µM; IC50 in µM for titrated hits. 290,000 compounds, 0.054% hits; in the data active = inhibition above about 50%;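 also: plate controls were vehicle with enzyme for no effect and no enzyme for full effect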
MgcRacGAP inhibition = MgcRacGAP GTPase-activating activity inhibitors, confirmation, biochemical, ADP Hunter fluorescence | Rac GTPase-activating protein 1 (Homo sapiens) | MgcRacGAP-stimulated Rac1 GTP hydrolysis, ADP Hunter fluorescence; higher % means a stronger effect; GST-tagged Rac1 F28L mutant substrate | one-dose inhibition, % at 30 µM; IC50 in µM for titrated hits | 340,000 compounds, 0.6% hits | AID 624330, 2012;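 active = first-screen hits whose inhibition reached a set limit at any dose in the follow-up dose series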;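 also: fluorescence reports GDP produced by GAP-driven GTP hydrolysis; strong numbers were not always called active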
GPR55 LPI antagonism = GPR55 antagonists blocking LPI-driven arrestin recruitment, primary screen, imaging, U2OS, beta-arrestin-GFP, LPI agonist (AID 2013); G-protein coupled receptor 55 (Homo sapiens); U2OS GPR55 beta-arrestin-GFP translocation imaging, LPI antagonism; higher % means a stronger effect; 290,000 compounds, 0.13% hits; inhibition, % at 10 µM, or IC50 in µM where a hit was titrated;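 active = spots per cell inhibited over 60%, with over 100 cells counted and total cytoplasm intensity under 500,000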;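 also: U2OS cells stably carrying GPR55 and arrestin-GFP stimulated by 5 µM LPI near EC80; imaged beta-arrestin-GFP aggregate spots per cell after agonist stimulation; plate controls were LPI-stimulated DMSO wells for no effect and DMSO wells without LPI for full effect; some results filed as inactive read as strong as hits; confirmed hits need IC50 under 10 µM and bright autofluorescent wells are also inconclusive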
GPR35 arrestin U2OS = GPR35 antagonists blocking zaprinast-driven arrestin recruitment, primary screen, imaging, U2OS, beta-arrestin-GFP, zaprinast agonist (AID 2058); G-protein coupled receptor 35 (Homo sapiens); U2OS GPR35 beta-arrestin-GFP translocation imaging, zaprinast antagonism; higher % means a stronger effect; one-dose inhibition, % at 10 µM; IC50 in µM for titrated hits; 290,000 compounds, 0.052% hits;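 active = inhibition of at least 50% with at least 30 cells and total cytoplasm GFP at most 10,000,000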
Hep lipid drop = inhibitors of hepatocyte lipid droplet formation, primary screen, imaging, high-throughput imaging, BODIPY stain. inhibition, % at 6.5 µM. AML12 mouse hepatocytes, oleate lipid droplets. 240,000 compounds, 0.4% hits. AID 1656, 2009;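 active = lipid droplet intensity inhibited by at least 50%, with more than 500 cells counted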
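Assay system: AML12 hepatocytes (mouse); Probe or stimulus: oleic acid at 100 µM to induce lipid droplet formation; Dosing: compound at 6.5 µM only; Schedule: compound with oleate, overnight; Detection: fluorescence imaging, 20x objective, two fields per well; Measure: % inhibition of lipid droplet signal.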
SV40 large T antigen = SV40 large T antigen inhibitors, biochemical (AID 1903) | inhibition, % at 20 µM; hits with a dose series show IC50 in µM | 310,000 compounds, 0.39% hits | SV40 large T antigen ATPase/helicase inhibition assay; higher % means a stronger effect; in the data active = a potency from the dose series; also: strong numbers were not always called active
T cell HTS = modulators of CD8 T cell-vesicle binding, primary screen, mouse 2C CD8+ T cells, flow cytometry; 2C CD8+ T cell-vesicle binding; hits give low values; calls only at 7 µM; 330,000 compounds, 0.068% hits; AID 2052, 2009;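 active = response, share of CD8 T cells binding vesicles, and their 90th percentile fluorescence all below set limits, cut at about 80% in these data, passing the limit was not always enough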
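Incubation: binding step 1.5 h, 37 °C, antibody labelling 20 min, ice; system: murine 2C transgenic CD8+ T lymphocytes; technique: cytometric PE anti-B7-1 and Alexa647 anti-CD8 signals after 1% paraformaldehyde fixation; also added: QL9-charged Drosophila Ld/ICAM-1/B7-1 vesicles; control set: naked versus QL9-loaded vesicles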
NTR1 ag = agonists of NTR1, primary screen, imaging, U2OS cells, beta-arrestin-GFP, high content (AID 493036) | Neurotensin receptor type 1 (Homo sapiens), P30989 | NTR1-U2OS beta-arrestin-GFP spot imaging, agonist mode | activation, % at 20 µM | 330,000 compounds, 0.17% hits;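 active = activation at or above 40% of the spot to cytoplasm intensity ratio, with at least 20 cells analyzed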;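 also: 0% = DMSO without peptide and 100% = 100 nM NTR1 peptide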
Target sequence (P30989 whole entry, looked up): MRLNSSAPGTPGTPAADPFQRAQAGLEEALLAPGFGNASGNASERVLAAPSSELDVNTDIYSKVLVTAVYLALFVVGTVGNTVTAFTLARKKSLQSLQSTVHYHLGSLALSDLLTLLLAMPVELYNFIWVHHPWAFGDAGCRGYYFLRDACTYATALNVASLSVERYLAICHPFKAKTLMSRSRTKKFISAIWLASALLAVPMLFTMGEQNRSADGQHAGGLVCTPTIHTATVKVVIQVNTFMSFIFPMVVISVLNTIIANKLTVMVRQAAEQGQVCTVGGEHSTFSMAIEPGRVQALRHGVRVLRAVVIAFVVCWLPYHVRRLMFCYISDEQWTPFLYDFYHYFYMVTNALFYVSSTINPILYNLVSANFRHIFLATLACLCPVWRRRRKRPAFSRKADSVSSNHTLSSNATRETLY
GPR55 activation = GPR55 agonists via beta-arrestin recruitment, primary screen, imaging, U2OS cells, beta-arrestin-GFP redistribution (AID 1961) | G-protein coupled receptor 55 (Homo sapiens) | U2OS GPR55 beta-arrestin-GFP redistribution imaging; higher % means a stronger effect | activation, % at 10 µM; hits with a dose series show EC50 in µM | 290,000 compounds, 0.048% hits;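 active = activation above 40% with more than 50 cells counted in the well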;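 also: U2OS osteosarcoma cells stably expressing GPR55 and beta-arrestin-GFP; plate controls were DMSO negative control for no effect and LPI positive control for full effect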
Hep lipid drop cells 6.5 µM = also measured in Hep lipid drop; calls as there; cell count; measured here: cell count, cytotoxicity flag;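 cells counted across two imaged fields per well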
T cell HTS vesicle-bound % = also measured in T cell HTS; calls as there; double positive events, %; measured here: CD8+ vesicle-bound cell fraction;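 binding gate set so that unloaded-vesicle control wells show 10% double positive cells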
NTR1 ag cell count 20 µM = further read-out of NTR1 ag, marked with its call; cell count; measured here: cell count, cytotoxicity flag
* = called active by the depositor; i = inactive; nt = no result given. An unsorted share of the library. Share with any hit: about 1.8%.

SMILES	LYP phosphatase	MgcRacGAP inhibition	GPR55 LPI antagonism	GPR35 arrestin U2OS	Hep lipid drop	Hep lipid drop cells 6.5 µM	SV40 large T antigen	T cell HTS	T cell HTS vesicle-bound %	NTR1 ag	NTR1 ag cell count 20 µM	GPR55 activation
CCC(=O)N1c2ccc(S(=O)(=O)N3CCN(c4cc(C)ccc4C)CC3)cc2CC1C (stereo not given)	-7%	4%	10%	-14%	-28	643	15%	i	12	1.8	58	0.2%
CNC(=O)C(=O)Nc1ccc2c(c1)N(S(=O)(=O)c1cccs1)CCC2	nt	5%	nt	nt	nt	nt	11%	i	52	0.3	55	nt
COC(=O)[C@H](CCSC)NC(=O)N1CCN(Cc2ccccc2)CC1	-9%	13%	5%	-1%	nt	nt	10%	i	50	4.1	56	0.0%
COc1ccc(CCNC(=O)c2ccc3c(c2)N(Cc2ccc(F)cc2)CCS3)c(OC)c1	-8%	-5%	3%	12%	9	737	nt	i	9	2.0	40	0.1%
O=C(CN1CCN(S(=O)(=O)c2ccc(F)cc2)CC1)Nc1ccc(Cl)c(C(F)(F)F)c1	-1%	11%	12%	5%	nt	nt	5%	i	50	13	57	0.6%
COc1ccc(CNC(=O)[C@H](C)NC(=O)C2CCN(S(=O)(=O)c3ccccc3)CC2)cc1	-11%	4%	2%	9%	-6	727	6%	i	2	0.1	57	-0.1%
O=C(N/N=C/c1c(Nc2cccc(C(F)(F)F)c2)nc2ccccn2c1=O)c1ccccc1[N+](=O)[O-]	5%	5%	7%	-3%	-10	613	-1%	i	48	2.7	71	0.2%
CN1CCN(c2ccc(NC(=S)NC(=O)c3cccc4ccccc34)cc2)CC1	-8%	9%	8%	9%	-7	676	5%	i	44	11	59	0.3%
CCOC(=O)c1c(C)[nH]c(C)c1C(=O)COC(=O)c1nc2nccc(C)n2n1	0%	4%	2%	-2%	16	670	8%	i	36	1.2	62	-0.2%
COC(=O)CSc1cccc2c1C(=O)CC2c1ccccc1 (stereo not given)	-9%	12%	3%	-16%	16	853	5%	i	52	-0.6	87	0.0%
O=C(CCn1cccc1)Nc1nccs1	-3%	13%	10%	-2%	nt	nt	0%	i	58	0.2	42	0.0%
Cc1ccc(S(=O)(=O)N(C)CC(=O)Nc2cc(C)ccn2)cc1	nt	4%	nt	nt	nt	nt	11%	i	56	0.0	66	nt
OC1NC(=S)N(c2ccccc2)C1O (stereo not given)	-6%	0%	4%	-11%	24	671	8%	i	32	0.1	48	-0.1%
CCCn1cc(S(=O)(=O)c2ccc(OC)cc2)c(=O)c2cc(OCC)ccc21	-7%	17%	5%	-9%	-19	684	21%	i	43	0.8	54	-0.1%
CCN(CC)C(=O)COc1cc(C)cc2oc(=O)cc(-c3ccccc3)c12	-4%	15%	1%	18%	nt	nt	4%	i	24	2.6	41	0.3%

Quoted at random: 3 entries already listed
SMILES	LYP phosphatase	MgcRacGAP inhibition	GPR55 LPI antagonism	GPR35 arrestin U2OS	Hep lipid drop	Hep lipid drop cells 6.5 µM	SV40 large T antigen	T cell HTS	T cell HTS vesicle-bound %	NTR1 ag	NTR1 ag cell count 20 µM	GPR55 activation
CCN(CC)C(=O)COc1cc(C)cc2oc(=O)cc(-c3ccccc3)c12	-4%	15%	1%	18%	nt	nt	4%	i	24	2.6	41	0.3%
COC(=O)[C@H](CCSC)NC(=O)N1CCN(Cc2ccccc2)CC1	-9%	13%	5%	-1%	nt	nt	10%	i	50	4.1	56	0.0%
COC(=O)CSc1cccc2c1C(=O)CC2c1ccccc1 (stereo not given)	-9%	12%	3%	-16%	16	853	5%	i	52	-0.6	87	0.0%

Entries of single compounds, looked up by structure. Order of screens: LYP phosphatase | MgcRacGAP inhibition | GPR55 LPI antagonism | GPR35 arrestin U2OS | Hep lipid drop | Hep lipid drop cells 6.5 µM | SV40 large T antigen | T cell HTS | T cell HTS vesicle-bound % | NTR1 ag | NTR1 ag cell count 20 µM | GPR55 activation
`O=C(CN1CCN(S(=O)(=O)c2ccc(F)cc2)CC1)Nc1ccc(Cl)c(C(F)(F)F)c1` reads -1% | 11% | 12% | 5% | nt | nt | 5% | i | 50 | 13 | 57 | 0.6%
`Cc1ccc(S(=O)(=O)N(C)CC(=O)Nc2cc(C)ccn2)cc1` reads nt | 4% | nt | nt | nt | nt | 11% | i | 56 | 0.0 | 66 | nt
`OC1NC(=S)N(c2ccccc2)C1O` (stereo not given) reads -6% | 0% | 4% | -11% | 24 | 671 | 8% | i | 32 | 0.1 | 48 | -0.1%

Continued:
SMILES	LYP phosphatase	MgcRacGAP inhibition	GPR55 LPI antagonism	GPR35 arrestin U2OS	Hep lipid drop	Hep lipid drop cells 6.5 µM	SV40 large T antigen	T cell HTS	T cell HTS vesicle-bound %	NTR1 ag	NTR1 ag cell count 20 µM	GPR55 activation
Cc1cc(C)c(C(=O)NNC(=O)c2cccnc2)c(C)c1	-11%	5%	-8%	8%	5	782	5%	i	35	-0.5	60	0.2%
Cc1cc(C)cc(NC(=O)CSc2nc(N)c(NC(=O)c3cccs3)c(=O)[nH]2)c1	-2%	12%	4%	-14%	12	701	24%	i	24	2.3	91	-0.3%
COc1ccccc1N1CCN(CC(=O)NCc2ccc(Cl)cc2)CC1	-9%	-3%	-10%	16%	-2	849	5%	i	64	2.3	66	-0.1%
Cc1ccc(C(C(=O)NCC2CCCO2)N(C(=O)c2snc(C(N)=O)c2N)c2ccc(F)cc2)o1 (stereo not given)	-6%	8%	-3%	-4%	16	825	0%	i	49	0.8	56	0.7%
CN(Cc1ccc(OCC(O)CN(C)Cc2ccccc2)cc1)Cc1nccn1C (stereo not given)	-5%	12%	9%	1%	-11	686	14%	i	21	-0.5	51	0.0%
Cn1c(SCC(=O)N2CCOCC2)nc2sc3c(c2c1=O)CCCC3	2%	7%	-2%	4%	0	788	1%	i	36	3.0	82	0.2%
O=C(COC(=O)c1cncc(Br)c1)Nc1nc(-c2ccc(F)cc2)cs1	4%	12%	-3%	4%	-24	689	16%	i	53	0.1	50	-0.2%
CCn1c(SCC(=O)N2CCC(C)CC2)nc2c(c1=O)SCC2	-8%	6%	-8%	2%	-1	858	11%	i	67	0.6	64	0.4%
Cc1c(-c2ccc(Br)cc2)[n+](=O)c2c(n1[O-])CCCCC2	-8%	nt	12%	-2%	2	778	5%	i	23	0.6	68	0.0%
CN(C)c1ccc(-c2nnn(CC(=O)Nc3ccccc3N3CCOCC3)n2)cc1	-3%	6%	14%	-7%	nt	nt	-1%	i	64	0.8	59	-0.1%
O=C(NNC(=O)C1CCN(S(=O)(=O)c2ccc(Cl)cc2)CC1)c1ccc(Cl)cc1	5%	9%	12%	-11%	nt	nt	5%	i	45	-0.6	99	0.1%
Cc1ccccc1C1C(C#N)=C2NC(=O)c3c(sc4c3CCCCC4)N2C2=C1C(=O)CC(C)(C)C2 (stereo not given)	12%	nt	10%	0%	nt	nt	10%	i	49	4.5	81	-0.1%
CSCCC(C)N1CCC(Oc2ccc(C(=O)N3CCCC3)cc2)CC1 (stereo not given)	-10%	5%	-2%	-4%	12	822	18%	i	30	0.9	58	0.2%
Cc1ccc(NS(=O)(=O)c2ccc(C)c(C(=O)N3CCN(C)CC3)c2)cc1	-5%	16%	-3%	5%	nt	nt	0%	i	23	0.2	48	-0.6%
CCC(CNC(=O)c1c(C)nn(-c2ccccc2)c1Cl)c1ccccc1 (stereo not given)	-6%	-1%	14%	10%	-40	721	4%	i	29	1.5	46	-0.1%
O=[N+]([O-])c1cc(NCCO)c(N2CCCCCC2)c2nonc12	-6%	8%	9%	11%	nt	nt	5%	i	39	0.4	94	-0.1%
O=C(NCc1ccco1)C12CC3CC(CC(C3)C1)C2	0%	11%	9%	-15%	1	751	13%	i	28	-0.9	56	1.1%
CC1CCN(C2=C(NS(=O)(=O)c3ccc(Cl)cc3)C(=O)c3ccccc3C2=O)CC1	-6%	8%	8%	-7%	70*	557*	16%	i	62	4.0	74	0.9%
CN(C)c1ccccc1C(=O)N1CCCC(Nc2ccc(F)cc2)C1 (stereo not given)	-9%	-9%	26%	-7%	-59	729	9%	i	16	1.0	46	-0.2%
CC(Nc1cc(N2CCNCC2)ccc1[N+](=O)[O-])c1ccccc1 (stereo not given)	-2%	9%	14%	20%	8	694	16%	i	48	-0.8	50	-0.1%
CCOc1ccc(CN(C)C(=O)[C@H](C)NC(=O)c2ccco2)cc1OC	-8%	6%	-4%	-6%	6	815	6%	i	19	-0.9	62	-0.1%
COc1ccc(N2CCN(CCCNC(=O)C(=O)c3c[nH]c4ccccc34)CC2)cc1	-5%	14%	24%	6%	8	866	16%	i	64	-0.6	60	-0.1%
Cc1onc(-c2c(F)cccc2Cl)c1C(=O)Nc1nccs1	-2%	15%	-2%	-2%	-2	711	5%	i	60	-0.4	86	-0.4%
COc1ccccc1CC(NC(C)=O)C(=O)NC1CCN(C(=O)NCc2ccccc2)CC1 (stereo not given)	-10%	6%	2%	-5%	-3	748	nt	nt	nt	3.1	35	-0.1%
O=C(Cc1ccccc1)NCC(=O)OC(c1ccccc1)c1ccccc1	-6%	12%	0%	-2%	-4	772	12%	i	52	1.7	77	-0.3%
CC(C)C1C(C#N)=C(N)Oc2n[nH]c(-c3ccc4ccccc4c3)c21 (stereo not given)	-2%	-2%	8%	2%	-2	730	0%	i	36	9.6	50	0.3%
COc1ccc(CCN(C)C(=O)CSc2nccn2C)cc1OC	-6%	1%	10%	16%	nt	nt	10%	i	51	0.1	80	-0.1%

Source: PubChem (several laboratories)
